# Screening results (PubChem BioAssay)
# ERG Ets-DNA blk: qHTS for Small Molecule Inhibitors of the ERG Ets/DNA interaction; Transcriptional regulator ERG (Homo sapiens), P11308; fluorescence polarization, His-ERG Ets domain / labelled DNA; Potency, µM (highest dose often 76.9 µM), inactives show top-dose FP activity, negative = inhibition, hits mostly inhibitors; hit rate 0.028% among 370,000; active = well fitted inhibition curve with a large enough effect in the polarisation, with a control signal flat; inconclusive = small, poorly fitted or top-dose-only effect, or effect the other way, or a change in a side signal; inactive = no such curve, though single readings can be large or run the other way; the % refers to the polarisation;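 note: polarization taken with two DNA probes labelled with fluorescein and Texas red; potency is the fitted concentration of half-maximal effect; % of control where 0% means no effect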
#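 His-tagged ERG Ets domain (1 uM in the protein solution; 300mM KCl, 50mM Tris-HCl, 1mM EDTA, 1mM DTT, pH 7.5) received compound, then a probe mix of 5 nM fluorescein-DNA and 100nM Texas-615-DNA. Fluorescence polarization was read for both dyes.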
# ALOX12 inh: Primary qHTS assay for inhibitors of human arachidonate 12S-lipoxygenase (ALOX12): Round 2; Polyunsaturated fatty acid lipoxygenase ALOX12 (Homo sapiens), P18054; purified 12hLO, xylenol orange hydroperoxide absorbance; Potency, µM (doses to about 108 µM), without a hit: at the highest dose activity change, negative = inhibition, hits mostly inhibitors; hit rate 1.1% among 580,000; AID 1671190, 2021; note: potency is the fitted concentration of half-maximal effect; % is set by controls: 0 for no effect and ±100 for the full control effect
#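 Hydroperoxide product was detected by ferrous iron/xylenol orange as the 573 to 405 nm absorbance ratio. Arachidonic acid at 40 uM (final) was turned over for 30 min at room temperature by 150 nM human 12hLO, pH 7.0 Hepes buffer, after 15 min compound preincubation.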
# LDHA block: qHTS assay for inhibitors of human lactate dehydrogenase. L-lactate dehydrogenase A chain (Homo sapiens), P00338. purified LDHA, NADH/diaphorase-resazurin fluorescence; hits give low values. activity change, % (values are at about 110 or 230 µM). hit rate 0.15% among 480,000. AID 1347041, 2019; in the data active = activity change below about -30%; inconclusive = mostly about -25% to -30%;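 note: plate controls were DMSO wells for no effect and wells without enzyme for full effect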
#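 Remaining NADH was detected by diaphorase (0.133 mg/mL) converting 37 µM resazurin to fluorescent resorufin, read at 0 and 20 minutes. The preceding 5-minute room-temperature reaction used 2 nM LDHA, 0.2 mM sodium pyruvate and 0.06 mM NADH at pH 7.4.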
# POLB inh: qHTS Assay for Inhibitors of DNA Polymerase Beta; P06746; Pol beta primer extension/strand displacement, fluorescence kinetic; Potency, µM (series often up to 114 µM), without a hit: at the top dose activity change, negative = inhibition, actives largely listed as inhibitors; hit rate 1.3% among 340,000; note: potency is the fitted concentration of half-maximal effect; % is set by controls: 0 for no effect and ±100 for the full control effect
#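 Kinetic readout of DNA synthesis with strand displacement by Pol beta. Compound and 10 nM enzyme sit 15 min at room temperature; 50 nM substrate starts the reaction, read immediately and at 10 min.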
# Pol eta inh: qHTS for Inhibitors of Polymerase Eta; DNA polymerase eta (Homo sapiens), Q9Y253; recombinant Pol eta, fluorescent DNA replication assay; Potency, µM (titrated, usually from 114 µM), for the others: at the highest dose activity change, negative = inhibition, usual class: inhibitors; hit rate 1.2% among 390,000; note: potency is the fitted concentration of half-maximal effect; % is set by controls: 0 for no effect and ±100 for the full control effect
#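 Pol eta at 10 nM preincubated with compounds 15 min at room temperature; reaction started with fluorescent substrate (50 nM final) and read kinetically at 0 and 10 min.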
# APEX1 inh: qHTS Assay for Inhibitors of the Human Apurinic/apyrimidinic Endonuclease 1 (APE1); AID 2517, 2012; Potency, µM (highest dose often 65.8 µM), for inactives: at the top dose activity change, negative = inhibition, hits mostly inhibitors; hit rate 0.35% among 350,000; recombinant APE1, TAMRA/BHQ-2 abasic DNA cleavage fluorescence; DNA repair nuclease/redox regulator APEX1 (Homo sapiens), P27695;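 note: potency is the fitted concentration of half-maximal effect; plate controls were vehicle for no effect and reference inhibitor for full effect; nearly all actives have a fitted effect of over 55% in size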
#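 Endonuclease cleavage of a quenched abasic-site DNA duplex (50 nM) by APE1 (0.75 nM) was tracked by TAMRA dequenching. Compounds were preincubated with enzyme 15 min at room temperature; data normalized to buffer-only and DMSO wells plus NSC13755 control.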
# Pol kappa inh: qHTS for Inhibitors of Polymerase Kappa | DNA polymerase kappa (Homo sapiens), Q9UBT6 | purified Pol kappa, fluorescent DNA synthesis assay, 10 min | Potency, µM (series often up to 107 µM), for inactives: at the highest dose activity, negative = inhibition, actives largely listed as inhibitors | hit rate 0.53% among 400,000 | AID 588579, 2011; note: potency is the fitted concentration of half-maximal effect; % is set by controls: 0 for no effect and ±100 for the full control effect
# Target sequence (Q9UBT6 whole entry, looked up): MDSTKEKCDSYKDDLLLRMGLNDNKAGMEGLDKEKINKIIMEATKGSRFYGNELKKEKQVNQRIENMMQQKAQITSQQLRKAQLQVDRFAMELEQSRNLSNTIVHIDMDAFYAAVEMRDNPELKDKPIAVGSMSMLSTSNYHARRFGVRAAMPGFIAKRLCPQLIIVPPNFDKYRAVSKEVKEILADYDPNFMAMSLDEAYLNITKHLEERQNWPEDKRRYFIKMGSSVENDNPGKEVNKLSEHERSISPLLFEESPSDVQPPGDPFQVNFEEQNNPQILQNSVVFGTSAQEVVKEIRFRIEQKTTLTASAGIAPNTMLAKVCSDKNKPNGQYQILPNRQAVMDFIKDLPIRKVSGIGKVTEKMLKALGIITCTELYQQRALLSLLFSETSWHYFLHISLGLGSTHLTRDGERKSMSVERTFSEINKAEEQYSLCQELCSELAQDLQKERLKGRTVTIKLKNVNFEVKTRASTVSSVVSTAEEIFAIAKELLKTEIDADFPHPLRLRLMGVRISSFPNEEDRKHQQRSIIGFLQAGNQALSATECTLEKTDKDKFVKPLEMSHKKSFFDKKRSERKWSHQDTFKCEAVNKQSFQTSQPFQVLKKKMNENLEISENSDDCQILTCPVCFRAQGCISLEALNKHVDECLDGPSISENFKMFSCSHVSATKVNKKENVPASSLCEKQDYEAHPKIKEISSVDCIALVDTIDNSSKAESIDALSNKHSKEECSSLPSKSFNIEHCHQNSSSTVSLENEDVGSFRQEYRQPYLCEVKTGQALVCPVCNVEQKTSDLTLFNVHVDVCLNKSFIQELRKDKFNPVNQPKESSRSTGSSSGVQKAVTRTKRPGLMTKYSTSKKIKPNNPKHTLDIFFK
#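 Here, compound and 10 nM enzyme are combined for 15 min at room temperature; adding 50 nM substrate (final) starts DNA synthesis, tracked by fluorescence at 0 and 10 min against buffer-only wells.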
# Anesthetic bind: qHTS Assay for Identification of Novel General Anesthetics | AID 485281, 2010 | apoferritin/1-aminoanthracene competitive binding, fluorescence | hit rate 0.074% among 350,000 | Potency, µM (titrated, usually from 77.5 µM), for inactives: top-dose activity change, negative = displacement, usual class: inhibitors; note: potency is the fitted concentration of half-maximal effect; % is set by controls: 0 for no effect and ±100 for the full control effect; nearly all actives have a fitted effect of over 20% in size
#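 Apoferritin-based anesthetic binding model; compound displacement of fluorescent 1-AMA measured as endpoint fluorescence after 10 minutes at room temperature, scaled to free-ligand and complex controls.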
# RGS4 inhibitor: Inhibitors of Regulator of G Protein Signaling (RGS) 4: qHTS. Regulator of G-protein signaling 4 (Homo sapiens), P49798. Transcreener GDP fluorescence polarization, RGS4-accelerated GTP hydrolysis. Potency, µM (series often up to 114 µM), for the others: at the highest dose activity change, negative = inhibition, most hits filed as inhibitors. hit rate 0.039% among 390,000. AID 504845, 2011; note: potency is the fitted concentration of half-maximal effect; % is set by controls: 0 for no effect and ±100 for the full control effect; nearly all actives have a fitted effect of over 75% in size; some results filed as inactive show a strong effect at the top dose
# Target sequence (P49798 whole entry, looked up): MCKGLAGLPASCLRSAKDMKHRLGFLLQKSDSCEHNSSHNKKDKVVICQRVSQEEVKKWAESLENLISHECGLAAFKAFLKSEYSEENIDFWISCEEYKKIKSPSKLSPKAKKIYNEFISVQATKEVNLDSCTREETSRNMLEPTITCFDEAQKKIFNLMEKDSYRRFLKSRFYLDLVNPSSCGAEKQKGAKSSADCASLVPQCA
#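 MLSMR compounds (23 nl, pin-transferred) preincubated 10 min at room temperature with a 500nM (2x) first reagent, then RGS4 at 900nM (2x) plus Transcreener GDP mix added; fluorescence polarization (620/688 nm) read before and after 90 min at 30 °C.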
# * = called active by the depositor; ? = inconclusive; / = no result given; & = joins results of further samples; [ ] = dose if it differs, or a comment. Unless noted, calls come from the whole dose curve; as a rule, active = well fitted curve in the direction sought with a large enough effect; inconclusive = small, poorly fitted or top-dose-only effect, or another doubt; inactive = no such curve, though single readings can be large; an effect the other way counts as inactive or inconclusive.
SMILES,ERG Ets-DNA blk,ALOX12 inh,LDHA block,POLB inh,Pol eta inh,APEX1 inh,Pol kappa inh,Anesthetic bind,RGS4 inhibitor
O=C(N/N=C/c1ccccc1O)c1cccc2ccccc12,-6%,?,-12,41%,-8%,4%,-10%,-8%,22%
OCCNc1nc2ccccc2n1-c1ncnc2sc3c(c12)CCC3,2%,0%,-3,7%,-7%,-3%,-8%,-23%,-20%
CCOC(=O)c1c(O)c2c([nH]c1=O)CCCC2,-1%,-19%,7,14%,-6%,-3%,-9%,5%,-20%
O=C(CN1CCSC1=O)Nc1ccc(N2CCOCC2)cc1,0%,-36%,-5,/,-7%,-11%,-17%,/,-13%
COc1cc(C(=O)O)ccc1OCc1c(C)noc1C,4%,0%,-3,1%,-13%,6%,1%,-8%,11%
COc1ccc(NC(=S)NCc2ccc(F)cc2)cc1,0%,?,-1,34%,-14%,-14%,9%,-4%,-6%
CC12CCC(=O)N1C(C(=O)N1CCN(c3ccccc3)CC1)CS2 (centres undefined),10%,-21%,-3,/,2%,30%,-2%,/,0%
Cc1ccc(-n2c(SCC(=O)Nc3nccs3)nc3c(c2=O)SCC3)cc1,1%,-17%,-3,0%,-5%,1%,-2%,4%,3%
CN(C)c1ccc(-c2nnc3n(Cc4ccccc4)c(=O)c4ccccc4n23)cc1,0%,-31%,-9,-12%,-16%,/,-10%,-2%,2%
O=C(Nc1ccc(Cl)cc1Cl)c1cc(S(=O)(=O)N2CCCCCC2)ccc1F,-2%,-4%,-1,6%,18%,/,-9%[60.1 µM],-2%,-7%
CCNC(=O)c1c(NC(=O)c2cc(-c3cc(C)ccc3O)n[nH]2)sc2c1CCCC2,-4%,-10%,-3,4%,-26%,0%,-6%,-3%,-3%
Cc1cccnc1NC(=O)C1CCC1,1%,/,-9,29%,-2%,6%,-2%,-10%,-2%
Cc1ccc(C(C)NC(=O)COC(=O)C2=COCCO2)cc1C (centres undefined),-4%,-26%,-1,/,-16%,0%,-1%,/,5%
CSc1ncc(C(=O)Nc2cccnc2)c(C(F)(F)F)n1,0%,0%,2,1%,-13%,12%,4%,6%,-22%
Cc1cc(SCC(=O)N/N=C/c2ccc(C(=O)O)cc2)nc2ccccc12,8%,3%,-9,16%,?,-6%,0%,3%,4%[56.9 µM]
COc1cccc(CN(CCC(C)C)S(=O)(=O)c2cc(Br)ccc2Br)c1,-10%,-12%,0,/,-4%,/,0%,/,0%
CCC/C=C(\CCC)C(NS(=O)(=O)c1cccc2cccnc12)c1ccc(C(=O)OC)cc1 (centres undefined),-11%,-4%,1,-23%,-18%,-4%&12%,0%,-17%&-16%,-7%
C=CCOc1c(CNc2ccc(C(=O)O)cc2)cccc1OC,-1%,-2%,2,15%,-7%,3%,-8%,0%,18%
CCc1ccc(N(C(=O)c2csnn2)C(C(=O)NC(C)(C)C)c2ccccn2)cc1 (centres undefined),11%,-7%,5,24%,-14%,2%,5%,-11%,-13%
COC(=O)c1ccc2c(c1)nc(C)n2CCO,-1%,0%,-3,1%,4%,1%,-6%,-3%,36%
Cc1cccc(Nc2ccccc2C(=O)OCC(=O)N2CCOCC2)c1C,-1%,0%,-1,4%,-10%,-1%,-21%,86%[activator],-11%
CCOC(=O)c1sc(=NC(=O)c2ccc(OC)c(OC)c2)n(C)c1C,/,-12%,-7,-18%,-10%,15%,-8%,-8%,-3%
OC1(c2cccc(C(F)(F)F)c2)CCN(c2ccc(-c3ccccc3)nn2)CC1,-4%,0%,-15,-1%,-3%,-6%,-9%,-13%,5%
COCCSc1nnc(NS(=O)(=O)c2ccc(C)cc2)s1,4%,-4%,-21,-1%,-8%,-1%,0%,-9%,5%
COc1ccc(CNc2nc3ccccc3n2C(C)C)c(O)c1,-16%,37%[activator],-5,0%,-12%,25%,0%,-16%,-4%
C[C@H]1CN([C@@H](C)CO)C(=O)c2cccc(NC(=O)c3nc4ccccc4s3)c2O[C@H]1CN(C)C(=O)Nc1ccc(F)cc1,5%,9%,0,/,-17%,10%,12%,/,-15%
CC1(C)CN=C(N(Cc2ccccc2)C(=O)Nc2ccccc2)S1,1%,11%,-7,-1%,-11%,0%,-22%,-6%,-22%
COc1ccc(C(=O)c2c(-c3ccc(OC)cc3)oc3ccc(-c4ccc(OC)nc4)cc23)cc1,-6%,-3%,-4,/,-13%,/,-19%,/,-11%
O=C1CCCC(=O)C1=Cc1c[nH]c2ccccc12,4%,?,-8,22%,-21%,-4%,-10%,-14%,7%[11.4 µM]
O=C(NCc1cccs1)c1ccc(CSc2nc3cccnc3n2Cc2ccccc2)cc1,3%,-7%,-1,8%,-19%,/,-4%,-16%,-6%
COc1ccc(CCNC(=O)c2ccc(Cn3c(=O)[nH]c4cc(OC)c(OC)cc4c3=O)cc2)cc1OC,-9%,-15%,0,22%,-2%,/,5%,-4%,-9%
Cc1ccc(Cn2nc(C)c(C(=O)NCC(c3ccc(F)cc3)N3CCOCC3)c2Cl)cc1 (centres undefined),0%,23%,-1,/,-5%,12%,3%,/,-15%
COc1ccc(CNC(=O)CN(C)Cc2ccc(C(C)(C)C)cc2)cc1,-12%,-28%,-18,-17%,-20%,-21%,-6%,-12%,1%
COc1ccc(-c2c(-c3ccsc3)oc3ccc(N4CCOCC4)cc23)cn1,3%,-10%,5,/,-19%,/,0%,/,-3%
O=C(Nc1ccc(F)c(Cl)c1)C1CC(=O)N(Cc2ccco2)C1 (centres undefined),-3%,5%,1,/,-14%,-2%,-19%,/,-38%
O=c1cc(CO)occ1OCc1cccc(C(F)(F)F)c1,-6%,-14%,0,17%,-17%,-4%,-11%,-12%,3%
CCOc1ccccc1NC1=NC2CS(=O)(=O)CC2S1 (centres undefined),3%,5%,-12,-1%,-4%,3%,-1%,1%,5%
COc1ccccc1OCc1nc(Cc2ccc(Cl)cc2)no1,0%,0%,-5,-27%,-19%,?,-4%,-3%,12%[11.4 µM]
Cc1occc1-c1nnc(SCC(=O)N2CCOCC2)n1Cc1ccco1,3%,-2%,3,-15%,-6%,-4%,9%,-7%,-29%
NC(=O)C1CCN(CC(O)CSc2ccccc2)CC1 (centres undefined),-4%,0%,-10,10%,-11%,14%,-14%,14%,11%

# Exported with values under each structure: part of the list above.
# Values run as follows: ERG Ets-DNA blk | ALOX12 inh | LDHA block | POLB inh | Pol eta inh | APEX1 inh | Pol kappa inh | Anesthetic bind | RGS4 inhibitor
COc1ccc(C(=O)c2c(-c3ccc(OC)cc3)oc3ccc(-c4ccc(OC)nc4)cc23)cc1
  -6% | -3% | -4 | / | -13% | / | -19% | / | -11%
O=C1CCCC(=O)C1=Cc1c[nH]c2ccccc12
  4% | ? | -8 | 22% | -21% | -4% | -10% | -14% | 7%[11.4 µM]

# Filtered by structure: those above containing two or more sulfur atoms (four)
SMILES,ERG Ets-DNA blk,ALOX12 inh,LDHA block,POLB inh,Pol eta inh,APEX1 inh,Pol kappa inh,Anesthetic bind,RGS4 inhibitor
Cc1ccc(-n2c(SCC(=O)Nc3nccs3)nc3c(c2=O)SCC3)cc1,1%,-17%,-3,0%,-5%,1%,-2%,4%,3%
COCCSc1nnc(NS(=O)(=O)c2ccc(C)cc2)s1,4%,-4%,-21,-1%,-8%,-1%,0%,-9%,5%
O=C(NCc1cccs1)c1ccc(CSc2nc3cccnc3n2Cc2ccccc2)cc1,3%,-7%,-1,8%,-19%,/,-4%,-16%,-6%
CCOc1ccccc1NC1=NC2CS(=O)(=O)CC2S1 (centres undefined),3%,5%,-12,-1%,-4%,3%,-1%,1%,5%

# (more compounds)
SMILES,ERG Ets-DNA blk,ALOX12 inh,LDHA block,POLB inh,Pol eta inh,APEX1 inh,Pol kappa inh,Anesthetic bind,RGS4 inhibitor
Cc1ccc(S(=O)(=O)Cc2ccc(C(=O)N3CCN(Cc4ccccc4)CC3)o2)cc1,/,-15%,/,25µM*,/,1%,/,-6%,/
O=C(Cn1cc(C(F)(F)F)ccc1=O)N1CCCc2ccccc21,-8%,3%,-6,/,-10%,-14%,-17%,/,13%
COc1cc(C)ccc1OCc1cc(C(=O)NC(C)Cn2cncn2)no1 (centres undefined),-3%,12%,-4,44%,-17%,20%,2%,-8%,-29%
CC(=O)c1c(N)n(C)c(=O)n(C)c1=O,/,19%,-5,3%,-8%,-3%,0%[60.1 µM],2%,0%
COc1cc(NC(=O)CN2CCCN(S(=O)(=O)c3ccc(F)cc3)CC2)cc(OC)c1,0%,2%,3,0%,-17%,/,-1%,-9%,-8%
COc1cccc(NC(=O)c2ccc(NCCCN3CCC(C)CC3)c([N+](=O)[O-])c2)c1,8%,-23%,-10,-8%,-14%,2%,-2%,?,-18%

# A portion of the library; the hit share may differ from the screen's.
